Screening data from PubChem BioAssay.
HCV inh: inhibitors of hepatitis C virus infection; Huh7.5.1 HCVcc-Cre infection, luciferase reporter, 44 h; Potency, µM (titrated, usually from 41.8 µM), without a hit: at the highest dose activity change, negative = inhibition, actives largely listed as inhibitors; hit rate 3.4% among 340,000; AID 651820
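Infectious HCV cell culture screen: compound-treated cells (1,000/well, pre-plated 4 h) are infected with HCVcc-Cre at roughly 0.5 moi and grown 44 h. Infection is quantified by luciferase signal after 15 min substrate incubation at room temperature.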
Pf growth 96h: inhibits malaria parasite growth, 96 h | P. falciparum luciferase reporter growth, 96 h | Potency, µM (highest dose often 28.7 µM), inactives show at the top dose activity change, negative = inhibition, hits mostly inhibitors | hit rate 6.9% among 320,000 | AID 504834
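Cell-based qHTS: luciferase-tagged P. falciparum in erythrocytes (2% hematocrit, 0.05% parasitemia final) incubated with compounds for 96 hours, 37 C, 5% CO2; luciferase detection reagent then added and luminescence measured.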
Pf growth 48h: inhibits P. falciparum growth in the first generation, 48 h. P. falciparum luciferase growth in erythrocytes, 48 h. Potency, µM (titrated, usually from 28.7 µM), for the others: at the highest dose activity change, negative = inhibition, most hits filed as inhibitors. hit rate 5.9% among 310,000. AID 504832
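A one-generation exposure of luciferase-tagged malaria parasites in RPMI 1640/Albumax erythrocyte culture, 37 C and 5% CO2. Inhibition is inferred from decreased luminescence after adding detection reagent.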
TbPYK inhibitor: T. brucei pyruvate kinase inhibition. TbPYK enzyme, Kinase-Glo Plus ATP luminescence, 45 min. Potency, µM (titrated, usually from 76.8 µM), for inactives: at the top dose activity, negative = inhibition, hits mostly inhibitors. hit rate 0.12% among 410,000; further: nearly all actives have a fitted effect of over 50% in size
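TbPYK + substrate in 50 mM TEA pH 7.2, 100 mM KCl, 10 mM MgCl2, 0.05% BSA, 0.01% Tween-20; cpd pinned; ADP 130 uM final; 45 min RT; Kinase-Glo Plus 10 min; luminescence endpoint.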
Sm TGR inh: inhibitors of Schistosoma mansoni thioredoxin glutathione reductase; hit rate 3% among 360,000; AID 485364; Potency, µM (highest dose often 114 µM), for the others: at the highest dose activity change, negative = inhibition, hits mostly inhibitors; purified TGR, DTNB reduction, TNB absorbance 405 nm; Q962Y6; further: nearly all actives have a fitted effect of over 60% in size
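First, TGR (20 nM dispensed) and NADPH were mixed with compound. Second, a 15 min room-temperature incubation followed. Third, further NADPH and then DTNB were added to start the reaction. Finally, TNB absorbance was monitored kinetically.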
LmPK inhibitor: inhibitors of Leishmania mexicana pyruvate kinase. Q27686. Potency, µM (series often up to 57.5 µM), inactives show at the highest dose activity change, negative = inhibition, most hits filed as inhibitors. hit rate 0.37% among 290,000. purified LmPK, Kinase-Glo ATP luminescence, 1 h
Target sequence (Q27686 whole entry, looked up): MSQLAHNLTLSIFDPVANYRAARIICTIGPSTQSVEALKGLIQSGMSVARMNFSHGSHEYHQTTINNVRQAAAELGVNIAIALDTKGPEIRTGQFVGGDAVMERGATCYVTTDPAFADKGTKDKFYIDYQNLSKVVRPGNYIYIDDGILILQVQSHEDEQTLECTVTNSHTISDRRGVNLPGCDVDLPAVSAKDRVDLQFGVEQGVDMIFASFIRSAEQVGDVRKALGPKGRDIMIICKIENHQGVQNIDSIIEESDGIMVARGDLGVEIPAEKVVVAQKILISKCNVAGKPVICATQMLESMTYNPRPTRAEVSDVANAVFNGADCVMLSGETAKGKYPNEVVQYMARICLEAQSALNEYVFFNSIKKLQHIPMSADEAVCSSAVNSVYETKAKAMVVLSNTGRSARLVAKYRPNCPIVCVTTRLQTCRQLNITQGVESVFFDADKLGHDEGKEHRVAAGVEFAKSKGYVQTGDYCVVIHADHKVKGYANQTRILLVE
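0.1 nM LmPK, 0.5 mM PEP, 0.1 mM ADP; 50 mM imidazole pH 7.2, 7 mM MgCl2, 50 mM KCl; 1 h RT. Kinase-Glo luminescence readout, normalized to no-enzyme (full inhibition) and uninhibited wells.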
Active calls of the source: *; u = inconclusive; x = not tested or not shown; & = joins results of further samples; [ ] = dose if it differs, or a comment. The call rests on the fitted dose curve; in most records, active means well fitted curve in the direction sought with a large enough effect; inconclusive means small, poorly fitted or top-dose-only effect, or another doubt; inactive means no such curve, though single readings can be large; an effect the other way counts as inactive or inconclusive. On the % scale 0 is the no-effect control and ±100 the full control effect; potency means the concentration at half of the fitted maximal effect.

SMILES	HCV inh	Pf growth 96h	Pf growth 48h	TbPYK inhibitor	Sm TGR inh	LmPK inhibitor
CC(=O)c1sc(N/N=C2\CC3CC2C(C)C3(C)C)nc1C (stereo unspecified)	-21%	u	-29%	-19%	1.6µM*	6%
COC(=O)c1sccc1NC(=S)Nc1cc(C)cc(C)c1	-7%	10µM*	18%	-1%	-12%	1%
C=CCNC(=S)N1CCN(CCN=CC2=C(O)CC(c3ccco3)CC2=O)CC1 (stereo unspecified)	13%	x	19%	1%	-28%	4%
Cc1nnc(SCc2ccccc2Cl)n(N)c1=O	-6%	-16%	u	-9%	8%	-10%[11.5 µM]
Cc1ccc(NC(=O)CSc2nc(O)cc(=O)n2C)cc1	-4%	-1%	-4%	-1%	28%	5%
CCc1noc(C)c1C(=O)NNC(=O)COc1ccc(C)cc1	2%	10%	11%	-4%	-3%	x
Cc1ccc(C)c(C(=O)CCC(=O)N2CCN(c3cccc(C(F)(F)F)c3)CC2)c1	u	u	-19%	1%	-6%	x
COc1ccc(OC)c(NC(=O)C2CCN(c3ncccn3)CC2)c1	-21%	127%[activator]	-21%	4%	-5%	5%
O=C(Nc1ccccc1F)c1ccccc1-c1ccccc1	11%	u	-4%	-10%	7%	0%
COc1ccc(S(=O)(=O)N2CCCC2CNC(=O)c2cccc(OC)c2)cc1 (stereo unspecified)	-4%	u	u	3%	0%	x
Cc1ccc(S(=O)(=O)N2CCCCC2)cc1C(=O)NC1CC(C)(C)NC(C)(C)C1	10%	1%	7%	0%	1%	x
CCc1nnc(N/N=C/c2ccc(-c3ccc([N+](=O)[O-])cc3)o2)n1N	-10%	u	12µM*	-6%	-21%	0%
CN(/N=C/c1ccc(Br)o1)C1=NS(=O)(=O)c2ccccc21	-16%	u	0%	1%	45µM*	-13%
COC(=O)c1cc(S(=O)(=O)N2CCN(c3cccc(C)c3)C(C)C2)c[nH]1 (stereo unspecified)	12%	u	16%	-8%&0%	9%&13%	9%
CCOc1ccc(OCC)c(NC(=O)C2CCCN(S(=O)(=O)c3c(C)noc3C)C2)c1 (stereo unspecified)	21%	u	u	-3%	6%	0%
CS(=O)(=O)N(CC(=O)NCc1ccncc1)c1ccc(F)c(Cl)c1	20%	u	-4%	-6%	6%	-5%
C=C(NC(=O)C(=C)NC(=O)c1csc(C2=N[C@@H]3c4csc(n4)[C@@H]4NC(=O)c5csc(n5)[C@@H]([C@](C)(O)[C@H](C)O)NC(=O)[C@@H]5CSC(=N5)/C(=C/C)NC(=O)[C@@H]([C@H](C)O)NC(=O)c5csc(n5)[C@]3(CC2)NC(=O)[C@@H](C)NC(=O)C(=C)NC(=O)[C@@H](C)NC(=O)[C@@H]([C@@H](C)CC)N[C@H]2C=Cc3c([C@H](C)O)cc(nc3[C@@H]2O)C(=O)O[C@H]4C)n1)C(N)=O	x	4.1µM*	5.7µM*	0%[33.2 µM]	x	x
CC(=O)C1=C(c2ccccc2)OC(N)=C(C#N)C1c1ccccc1F (stereo unspecified)	-8%	333%[activator]	5%	2%	u	-2%
CN(C)C1=NC[C@H](Cc2ccccc2)N1CC1CCCCC1	u	u	u	2%	-24%	x
O=C(NCc1ccc(Cl)cc1)c1nccnc1CO	7%	-9%	20%	-15%	25%	-7%
CCCCCCCCCC(=O)NNC(=O)c1c(O)c2ccccc2n(CC)c1=O	u	329%[activator]	11%	6%	0%	1%
O=C(/C=C/c1cccc([N+](=O)[O-])c1)c1cccs1	u	u	-1%	9%	-21%	0%
CCOC(=O)/C=C1\SC(C)C(=O)N1CC(=O)N(CCC#N)c1ccccc1 (stereo unspecified)	4%	u	-2%	1%	-20%	x
CN(Cc1cccc(F)c1)C(=O)c1ccc(S(=O)(=O)C(F)F)cc1	-4%	-19%	10%	-6%	3%	-3%
Nc1[nH]n2c(=O)cc(-c3ccccc3)nc2c1N=Nc1ccc2c(c1)OCO2	x	-25%	0%	x	-1%	-18%
SMILES	HCV inh	Pf growth 96h	Pf growth 48h	TbPYK inhibitor	Sm TGR inh	LmPK inhibitor
Fc1ccc2c(c1)[C@H]1OCC[C@H]1[C@@H](c1ccco1)N2	1%	-22%	22%	3%	-25%	-4%
Cc1cc(Cl)ccc1NC(=O)CN1CCN(C(=O)c2ccco2)CC1	10%	-7%	10µM*	2%	-30%	-4%
COc1ccc(C)cc1N(CC(=O)NCCSCc1ccco1)S(=O)(=O)c1ccc(C)cc1	u	-24%	0%	-3%	32µM*	-5%
CCCCOc1ccc(NC(=O)Cn2c(=O)ccc3c(C)cc(C)nc32)cc1	8%	3%	-5%	7%	-3%	2%
COc1ccc(CNc2nc3ccccc3n2CCN2CCOCC2)cc1	8%	u	u	5%	-15%	-5%
COC(=O)c1scc(C)c1NC(=O)c1cccc(C#N)c1	8%	3%	x	-3%	0%	4%
O=C(Nc1cccc(Cl)c1)NC1CCCCC1	-19%	-15%	102%[activator]	1%	6%	0%
COc1ccc(C)cc1NC(=O)CSc1nnc(-c2ccc(Br)cc2)o1	-11%	-25%	31%[activator]	-10%	u	4%
COc1ccccc1CN1CC(C(=O)NCc2c(F)ccc(C)c2F)CCC1=O (stereo unspecified)	-18%	u	-2%	6%	1%	3%
COc1ccc(-n2c(SC3CCOC3=O)nc3ccccc3c2=O)cc1OC (stereo unspecified)	19%	63%[activator]	-2%	-6%	-3%	0%
O=C(NCc1ccccc1)c1cc2ccccc2o1	-17%	x	40%[activator]	0%&6%	8%&19%	-19%
CC(=O)Nc1cccc(OCCCNC(=O)c2cccc3ccccc23)c1	-20%	u	-9%	-1%	12%	0%
CC1CCN(S(=O)(=O)c2cccc(C(=O)Nc3ccccn3)c2)CC1	u	14%	0%	-1%	1%	3%
COc1ccc(C(=O)OCC(=O)NC2CCCC2)c(OC)c1OC	10%	18%	35%[activator]	-7%	-11%	3%
O=C(NC1CCCC1)c1cccc(Oc2ccccc2)c1	-27%	u	11%	-10%	-7%	2%
O=C1NC(=O)N(Cc2ccc(F)cc2)C(=O)/C1=C\c1ccc([N+](=O)[O-])s1	13%	4%	-1%	u	2.2µM*	-6%
Cc1ccc(OCCNC(=O)c2ccco2)cc1C	-15%	u	-7%	0%	4%	-3%
CCOC(=O)c1ccc(N2C(=O)C3C(C2=O)C(C(=O)c2ccc(Cl)cc2)N2CCCC32)cc1 (stereo unspecified)	-28%&5%	17%	13µM*	-8%	16µM*	8%
N#CCCN(C(=O)COC(=O)CCc1c[nH]c2ccccc12)c1ccccc1	13%	4%	13%	-6%	-33%	x
C=CCS(=O)(=O)N1CCCC(N2CCN(c3ccccc3OC)CC2)C1 (stereo unspecified)	4%	16%	14%	-1%	-9%	-3%
c1cncc(N=c2scc(-c3cccc4ccccc34)n2CCCn2ccnc2)c1	u	9.3µM*	9.3µM*	-8%	-9%	-1%
CCN1C(=O)c2cccc3c(N)ccc1c23	u	u	u	1%	-3%	1%
Cc1c(C(=O)Nc2ccc(Cc3ccncc3)cc2)cccc1[N+](=O)[O-]	-14%	26%	u	-4%	-8%	-2%
O=C(COC(=O)Cc1n[nH]c(=O)c2ccccc12)Nc1ccc(Cl)cn1	2%	5%	-7%	2%	-1%	x
CCN(CC)S(=O)(=O)c1ccc(N2CCCC2)c(NS(=O)(=O)c2ccc(OC)cc2)c1	-7%	u	u	-12%	-13%	4%

Reformatted with two lines to a compound: 4 of the compounds above
Results follow in this order: HCV inh, Pf growth 96h, Pf growth 48h, TbPYK inhibitor, Sm TGR inh, LmPK inhibitor
- C=CCS(=O)(=O)N1CCCC(N2CCN(c3ccccc3OC)CC2)C1 (stereo unspecified)
→ 4%, 16%, 14%, -1%, -9%, -3%
- c1cncc(N=c2scc(-c3cccc4ccccc34)n2CCCn2ccnc2)c1
→ u, 9.3µM*, 9.3µM*, -8%, -9%, -1%
- CCN1C(=O)c2cccc3c(N)ccc1c23
→ u, u, u, 1%, -3%, 1%
- Cc1c(C(=O)Nc2ccc(Cc3ccncc3)cc2)cccc1[N+](=O)[O-]
→ -14%, 26%, u, -4%, -8%, -2%

An excerpt from above in order of length of the SMILES, lowest first:
SMILES	HCV inh	Pf growth 96h	Pf growth 48h	TbPYK inhibitor	Sm TGR inh	LmPK inhibitor
Cc1cc(Cl)ccc1NC(=O)CN1CCN(C(=O)c2ccco2)CC1	10%	-7%	10µM*	2%	-30%	-4%
COc1ccc(-n2c(SC3CCOC3=O)nc3ccccc3c2=O)cc1OC (stereo unspecified)	19%	63%[activator]	-2%	-6%	-3%	0%
N#CCCN(C(=O)COC(=O)CCc1c[nH]c2ccccc12)c1ccccc1	13%	4%	13%	-6%	-33%	x
O=C(COC(=O)Cc1n[nH]c(=O)c2ccccc12)Nc1ccc(Cl)cn1	2%	5%	-7%	2%	-1%	x
O=C1NC(=O)N(Cc2ccc(F)cc2)C(=O)/C1=C\c1ccc([N+](=O)[O-])s1	13%	4%	-1%	u	2.2µM*	-6%

Continuation:
SMILES	HCV inh	Pf growth 96h	Pf growth 48h	TbPYK inhibitor	Sm TGR inh	LmPK inhibitor
Cc1cccc(N(C(=O)c2ccco2)C(C(=O)NC2CCCC2)c2ccco2)c1C (stereo unspecified)	-7%	-60%	u	3%	-3%	8%
C#CCOCCOCCOCCNc1nc(N2CCN(C(=O)CCCCCCCCCCNC(=O)[C@H](CCCCN)n3cc(CCCC(=O)O)nn3)CC2)nc(N2CCN(C(=O)CCCCCCCCCCNC(=O)[C@H](CCCN=C(N)N)n3cc(C[C@@H](C)CC)nn3)CC2)n1	u	13µM*	10µM*	1%	-1%	x
COc1ccc(C2=NS(=O)(=O)N(C)C(C(=O)NCc3ccccn3)=C2)cc1	3%	7%	-8%	10%	-9%	-5%
CC(C)(C)NC(=O)CN1CCN(C(=O)CCl)CC1	-26%	-22%	u	5%	45µM*	0%
Cc1cc(OCc2cc(C(=O)NCc3cc(C(C)C)no3)no2)cc(C)c1Cl	6%	u	71%[activator]	1%	-1%	-6%
CC(NC(=O)c1ccc(F)cc1)c1nc2ccccc2n1Cc1ccccc1F (stereo unspecified)	-16%	x	u	-1%	7%	4%
Cn1nccc1C(=O)N1CCN(S(=O)(=O)c2ccc(Br)s2)CC1	-5%	-22%	25%	-3%	5%	-1%
CC(=O)Oc1cccc(N2C(=O)C3CC=CCC3C2=O)c1 (stereo unspecified)	8%	x	2%	0%	1%	-8%
C/C(=N/NC(=O)c1ccc(-c2ccccc2)cc1)c1cc(O)cc(O)c1	-14%	-11%	-11%	2%	-16%	-4%
CCNc1nc(C#N)nc2c1ncn2-c1cc(F)cc(F)c1	x	u	1.7µM*	-2%	-28%	x
CN(C)C(=O)Oc1ccnc2cc(Cl)ccc12	-7%	17%	-15%	1%	x	0%
C[C@]12CC[C@H](O)C[C@H]1CC[C@@H]1[C@@H]2CC[C@]2(C)[C@@H](C3=CC(=O)OC3)CC[C@]12O	2µM*	-1%	-10%	3%	-2%	x
O=C(OCc1ccccc1)/C(=C/c1ccccc1Cl)NC(=O)c1ccco1	-11%	54%[activator]	15%	2%	-9%	-7%
CCOC(=O)c1ccc(-n2c(N)c(C(=O)NCC3CCCO3)sc2=S)cc1 (stereo unspecified)	-3%	4%	-20%	-15%	0%	-2%
COc1ccc(OCc2nnc(SCC(=O)Nc3cccc(Cl)c3)o2)cc1	5%	-3%	16%	0%	13%	1%
CCN1CCN(c2ccc(Cl)cc2NC(=O)c2ccco2)CC1	u	u	u	-6%	0%	x
OC(CNCCc1ccc(C(F)(F)F)cc1)COC(c1ccccc1)c1ccccc1 (stereo unspecified)	u	3.7µM*	x	-17%	2%	-5%
CC(=O)N1CCc2cc(S(=O)(=O)NC(C(=O)Nc3ccc4c(c3)OCCO4)C(C)C)ccc21 (stereo unspecified)	6%	u	-11%	0%	5%	-14%
